# D2 PAM = D2 dopamine receptor (human) potentiation | P14416 | HEK293 T-REx D2, calcium flux, EC20 dopamine potentiation | potentiation, % at 10 µM | 0.34% of 340,000 active | AID 485347;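 active = potentiation over 3 SD above the plate norm, cut at about 30% in these data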; note: 0% is about no effect
# Target sequence (P14416 whole entry, looked up): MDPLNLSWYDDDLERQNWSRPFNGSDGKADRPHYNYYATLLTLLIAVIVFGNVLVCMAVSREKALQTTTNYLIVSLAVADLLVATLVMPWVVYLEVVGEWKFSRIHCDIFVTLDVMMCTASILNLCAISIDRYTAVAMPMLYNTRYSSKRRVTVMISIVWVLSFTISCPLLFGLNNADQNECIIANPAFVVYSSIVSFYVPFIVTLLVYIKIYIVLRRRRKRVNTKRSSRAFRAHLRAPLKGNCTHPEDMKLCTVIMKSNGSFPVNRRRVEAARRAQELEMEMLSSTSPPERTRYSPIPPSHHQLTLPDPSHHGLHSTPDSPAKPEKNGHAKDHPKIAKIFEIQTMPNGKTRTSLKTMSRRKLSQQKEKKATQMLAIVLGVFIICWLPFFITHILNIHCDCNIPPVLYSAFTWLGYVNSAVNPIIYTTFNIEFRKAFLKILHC
#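 Calcium flux readout, no-wash dye, 1 read/s. Inducible HEK293 Trex D2 line, overnight 30 C. Compound alone 180 s (agonist flags), then EC20 dopamine, another 180 s to score potentiation.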
# RXFP1 agonist = activates the human relaxin receptor RXFP1 | Q9HBX9 | HEK293T-RXFP1 cAMP TR-FRET, 30 min; response scale: percent of porcine relaxin response, buffer zero | Potency, µM (doses to about 57.5 µM), for inactives: at the highest dose activation, actives largely listed as activators | 0.3% of 370,000 active; note: potency is the fitted concentration of half-maximal effect; % is set by controls: 0 for no effect and ±100 for the full control effect; nearly all actives have a fitted effect of over 60% in size; many of its hits are not listed in these tables
#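 HEK293T cells stably expressing RXFP1 were pretreated with the PDE4 inhibitor Ro 20174, exposed to compounds for 30 min at 37C, lysed, and cAMP was read by TR-FRET. Data normalized to buffer (basal) and 29 nM porcine relaxin (100%).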
# RXFP1 antagonist = RXFP1 (human) relaxin receptor antagonism. AID 1259400. activity change, negative = inhibition, % at 57.5 µM. HEK293-RXFP1, relaxin-stimulated cAMP HTRF, 30 min; hits give low values. 0.59% of 350,000 active;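 active = activity change of -60% or lower, but not beyond a set lower limit; inconclusive = change between -60% and -40%, or beyond the set limit; inactive = change above -40%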; note: % is set by controls: 0 for no effect and ±100 for the full control effect
# Apoferritin bind = candidate novel general anesthetic via apoferritin binding; P02791; Potency, µM (highest dose often 77.5 µM), without a hit: top-dose activity change, negative = displacement, usual class: inhibitors; apoferritin/1-aminoanthracene competitive binding, fluorescence; 0.074% of 350,000 active; note: potency is the fitted concentration of half-maximal effect; % is set by controls: 0 for no effect and ±100 for the full control effect; nearly all actives have a fitted effect of over 20% in size
#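 Steps: apoferritin (10 uM) was premixed with half-saturated 1-AMA in PBS, compounds were pin-transferred, plates stood 10 min at room temperature, fluorescence was read at 380/535 nm, and curves were fitted with a Hill equation.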
# TRHR enhancer = allosteric enhancers of human TRH receptor; TRHR cells, fluo-8 calcium fluorescence, EC20 TRH enhancement; enhancement, % at 2 µM; 0.66% of 360,000 active; in the data active = enhancement above about 30%; note: 0% is about no effect
# Target sequence (P34981 whole entry, looked up): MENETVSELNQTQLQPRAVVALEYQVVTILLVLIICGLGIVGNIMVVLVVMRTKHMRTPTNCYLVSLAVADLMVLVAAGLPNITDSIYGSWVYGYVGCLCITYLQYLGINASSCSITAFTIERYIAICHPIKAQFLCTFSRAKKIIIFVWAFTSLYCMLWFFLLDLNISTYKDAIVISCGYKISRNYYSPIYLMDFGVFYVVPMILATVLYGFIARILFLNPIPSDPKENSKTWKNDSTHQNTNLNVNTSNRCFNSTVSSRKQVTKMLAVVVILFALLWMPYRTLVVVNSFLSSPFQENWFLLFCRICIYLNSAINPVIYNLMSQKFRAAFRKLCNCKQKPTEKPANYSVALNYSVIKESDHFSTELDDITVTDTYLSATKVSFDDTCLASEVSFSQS
#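 TRHR-expressing cells loaded with fluo-8 calcium dye were read kinetically (ex 480/em 530) during compound addition, then stimulated with an EC20 of TRH (10 nM final). Enhancement of the Gq-mediated intracellular calcium response was scored.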
# TRHR agonist = TRH receptor (human) agonism. P34981. TRHR cells, calcium flux fluo-8, FDSS agonist mode. activation, % at 2 µM. 0.18% of 360,000 active. AID 493084; in the data active = activation above about 30%; note: 0% is about no effect
#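 Agonist-mode FDSS calcium read (Ex 480/Em 530, 1 s cycles) in 1536-well TRHR cells with fluo-8 dye, after 10-cycle baseline and 23 nL compound addition; TRH at EC20 (10 nM final) added afterwards for the enhancer phase.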
# D1 antag = blocks dopamine activation of the human D1 receptor. P21728. HEK293 TREx D1 cells, calcium flux, dopamine EC80; hits give low values. activity change, negative = inhibition, % at 10 µM. 3.2% of 360,000 active; in the data active = activity change below about -30%; note: % is set by controls: 0 for no effect and ±100 for the full control effect
#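 Tetracycline-induced HEK293 Trex D1 cells, force-coupled to calcium, dye-loaded; compounds added and read 180 s, then EC80 dopamine added and calcium flux tracked kinetically another 180 s.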
# D1 agonist = agonists of human D1 dopamine receptor | AID 504660 | activation, % at 2 µM | P21728 | HEK293 T-REx D1 cells, calcium flux, agonist mode | 1% of 360,000 active; in the data active = activation above about 30%; note: 0% is about no effect
#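 Agonism was scored from calcium flux recorded over 180 s (1 read/s) after pintool compound addition, following a 10-cycle baseline. Cells were inducible force-coupled HEK293 TREx D1, plated overnight at 30 C and loaded with no-wash calcium dye.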
# D1 potentiator = potentiators of human D1 dopamine receptor. HEK293 TREx D1 cells, calcium flux, dopamine EC20 potentiation. potentiation, % at 10 µM. 0.036% of 360,000 active; in the data active = potentiation above about 30%; note: 0% is about no effect
# * hit, by the source's call; ? = inconclusive; . = no result given; & = joins results of further samples; [ ] = dose if it differs, or a comment. Unless noted, calls come from the whole dose curve; as a rule, active = well fitted curve in the direction sought with a large enough effect; inconclusive = small, poorly fitted or top-dose-only effect, or another doubt; inactive = no such curve, though single readings can be large; an effect the other way counts as inactive or inconclusive. Some of the compounds tested, so the mix of outcomes need not match the whole.
SMILES,D2 PAM,RXFP1 agonist,RXFP1 antagonist,Apoferritin bind,TRHR enhancer,TRHR agonist,D1 antag,D1 agonist,D1 potentiator
O=S(=O)(c1ccccc1F)N1CCC(Oc2ccc(-n3cnnn3)cc2)CC1,9&12,2.2%&0.1%,-19&-25,12%&7%,2&9,2.2&10,-15&-17,18&11,-6&-2
O=C1c2cccnc2C(=O)N1Cc1ccc(S(=O)(=O)N2CCN(c3ccc(Cl)cc3)CC2)cc1,-29,-2.0%,9,-3%,-7,-1.1,13,0,-5
COc1cccc(C(=O)NC(C)c2ccc(-c3ccccc3)cc2)c1OC (centres undefined),2,0.8%,6,-2%,2,0.6,0,3,-4
CSc1nnc(-c2cc(Br)ccc2N=Cc2c(C)[nH]n(-c3ccccc3)c2=O)c(=O)[nH]1,-4,1.9%,-9,-7%,-6,-1.5,-2,1,7
CCC(=O)N(c1ccc(F)cc1)C1C=CS(=O)(=O)C1 (centres undefined),1,0.2%,7,-2%,5,1.3,-2,1,-1
COc1ccc(NCC(=O)Nc2ccc(Br)cc2F)c(OC)c1,-6,-2.7%,-26,-13%,0,0.6,0,3,-2
COc1ccc(S(=O)(=O)Nc2ccc3c(c2)N(C(C)=O)CCC3)cc1OC,17,-1.1%,-4,.,7,-0.3,-4,-1,-1
Cc1cc(NC(=O)CS(=O)(=O)Cc2ccccc2)no1,0,0.7%,-1,-14%,1,-0.4,1,1,2
CC1=C(C(=O)N2CCN(C(=O)c3ccco3)CC2)C2(CCC(C)CC2)OC1=O (centres undefined),2,0.9%,1,-8%,1,0.6,-8,3,-1
Cn1nc(C(=O)Nc2nc(-c3ccccn3)cs2)c2ccccc2c1=O,1,4.2%,-11,.,-11,-0.4,-13,18,1
O=C(NC12CC3CC(CC(C3)C1)C2)C1CC(=O)N(c2ccccc2)C1 (centres undefined),-7,0.9%,0,-7%,1,0.5,7,2,-2
CCc1ccc(S(=O)(=O)N2c3ccc(C)cc3C3CN(C)CCC32)cc1 (centres undefined),-14,0.7%,-1,.,6,0.3,1,7,-10
Cc1nc2sc(C#N)c(N)c2c2c1CCCC2,-6,20%,8,134%[activator],-3,-0.2,-24,1,-4
Cc1cc(OCC(=O)NC(C)C)cc(C)c1Cl,6,0.3%,-20,-12%,0,-1.1,-31*,6,-5
COC(=O)c1cc(Cl)c(NC(=O)c2ccc(C(C)(C)C)cc2)cc1OC,-4,1.6%,-2,7%,-25,1.8,23,10,6
O=C1CCCN1CCC1CCCCN1Cc1nc(COc2ccccc2)no1 (centres undefined),-5,1.6%,-1,-6%,-2,0.4,9,0,6
COc1cccc(C(=O)Nc2nnc(-c3ccccc3)s2)c1,-7,12%,2,-7%,-6,1.6,-11,2,-8
CC1(C)Cc2noc(N)c2C(C)(C)N1OC(=O)c1cccs1,1,0.1%,2,-3%,19,0.0,-9,4,-2
CCCCNC(=O)CNC(=O)c1nn(-c2ccc(OC)cc2)c(=O)c2ccccc12,8,11%,5,5%,-3,0.3,-1,-1,2
COc1ccc(CCNC(=O)C2CC(c3c(Cl)cccc3Cl)=NO2)cc1 (centres undefined),-6,0.4%,.,?,-9,-0.4,-9,6,-7
CC1(c2ccc(Cl)cc2Cl)NC(=O)N(CC(=O)Nc2cccnc2Cl)C1=O (centres undefined),-1,2.3%,-2,.,10,0.5,-6,4,-1
CCc1ccc(NCc2cc3ccc(OC)cc3n(CC(=O)Nc3ccc(C(C)C)cc3)c2=O)cc1,-6,0.7%,.,-4%,3,0.7,15,-1,2
COc1cc2c(cc1OC)C(c1ccccc1)N(C(=O)c1ccccc1F)CC2 (centres undefined),3,1.4%,9,3%,5,-0.5,4,6,-2
CC(C)C1Oc2ccccc2C(=O)N(CC(=O)c2ccc3c(c2)OCCO3)C1=O (centres undefined),3,-0.3%,-5,-2%,-6,0.8,4,7,5
COc1cc(NC(=S)NC(=O)c2ccccc2F)ccc1NC(=O)c1cccs1,-4,-0.7%,-3,-7%,4,-1.3,-4,3,0
CCOC(=O)CNC(=O)c1ccc(C)cc1,11,-0.9%,-7,-12%,2,0.4,26,-3,1
COc1ccc(CCNS(=O)(=O)c2cc3c(cc2C)NC(=O)CO3)cc1OC,0,3.6%,-10,-6%,-7,0.3,4,5,-7
CN(C(=O)COC(=O)/C=C/c1cccs1)c1c(N)n(Cc2ccccc2)c(=O)[nH]c1=O,-4,-0.2%,-4,.,-1,0.1,-19,2,0
CCN(C(=O)CSc1ncccn1)C1CCS(=O)(=O)C1 (centres undefined),.,7.1%,-7,-4%,16,0.1,4,9,-3
COc1cc(NC(=O)COc2cccc3c2OC(C)(C)C3)cc(OC)c1OC,-7,-0.4%,-20,.,-8,-1.5,-11,7,-2
CCOc1ccc(C(C(=O)NCC2CCCO2)N(C(=O)c2snc(C(N)=O)c2N)c2ccc3c(c2)OCCO3)cc1 (centres undefined),.,2.4%,-25,-22%,-1,-0.4,23,2,-9
Cc1ccc([N+](=O)[O-])cc1S(=O)(=O)N1CCn2cccc2C1c1ccccc1F (centres undefined),-7,0.0%,5,-13%,-2,0.3,.,-2,-2
N#Cc1c2n(c3c(-c4ccccc4)ncnc13)CCC2,10,3.3%,-3,-9%,1,0.0,2,-1,-2
C=CCn1c(C)cc(C(=O)COC(=O)c2ccc3c(c2)NC(=O)CS3)c1C,7,1.8%,-29,?,-2,0.3,3,4,-2
CC(C)C(c1nnnn1C1CCCC1)N1CCCCC1 (centres undefined),9,3.6%,-9,-4%,2,-0.2,5,0,-3
O=C(CNC(=O)Cc1ccccc1)NCc1cccc(C(F)(F)F)c1,-5,0.8%,14,-4%,-2,-1.0,1,1,.
O=C(Cc1ccccc1)Nc1ccccc1N1CCCC1,-10,-1.8%,-11,?,5,-2.9,5,1,3
COc1ccc(NC(=O)n2ncc3c(C)cccc32)cc1,-1,-0.9%,0,-14%,-8,-0.3,-6,5,4
CCOC(=O)CNC(=O)CSc1nnc(SCC(=O)NCC(=O)OCC)s1,9,-0.5%,24,-10%,-6,-0.2,-3,5,-4
O=C(/C=C/c1ccc([N+](=O)[O-])cc1)Oc1ccc(/C=N/NC(=O)c2ccncc2)cc1,-16,2.8%,-30,-2%,2,0.5,-6,3,-4
COc1ccc(-n2cnc3cc(NS(=O)(=O)c4ccc(C)cc4)ccc32)cc1,-6,-0.2%,.,-1%,-6,-1.3,-4,4,-2
COc1ccccc1NC(=O)Nc1ccncc1,.,-1.5%,6,-6%,1,0.5,0,2,6
CS(=O)(=O)N1CCc2cc(C(=O)Nc3ccccc3Cl)ccc21,6,0.0%,-3,-14%,2,0.0,3,3,-3
Cc1onc(-c2c(F)cccc2Cl)c1C(=O)Nc1nc2c(s1)CCCC2,23,1.6%,-21,6%,-2,0.7,20,-1,-6
O=C(CSc1nnc(-c2c[nH]c3ccccc23)o1)N1c2ccccc2CCc2ccccc21,-3,-0.2%,-14,3%,5,0.3,2,7,-1
CCn1c(NCCO)nc2c(c1=O)C(C)(CC)Cc1ccccc1-2 (centres undefined),-2,4.4%,-11,0%,1,0.3,10,5,-2
O=C(CCc1nnc(-c2ccc3c(c2)OCO3)o1)N1CCC(c2ccc(F)cc2)C1 (centres undefined),-5,1.1%,-3,-21%,3,-0.2,-15,13,-3
CCN(CC)S(=O)(=O)c1ccc(-c2nnc(SCC(=O)N3c4ccccc4CC3C)o2)cc1 (centres undefined),-1,0.6%,-27,-14%,4,0.1,1,1,-6
COc1ccccc1NS(=O)(=O)c1cccc(C(=O)N/N=C/c2ccc(C)o2)c1,8,-1.3%,-6,-11%,1,-0.5,8,0,1
C[C@H]1CN=C(Nc2ccccc2)N1CC1CCCCC1,7,0.3%,.,-4%,-3,0.3,-13,2,-4
COc1cc(NC(=O)c2cc([N+](=O)[O-])ccc2NC(=O)CNC2CCCCC2)cc(OC)c1,-15,0.5%,1,-12%,0,-0.4,6,4,-1
COc1ccccc1C(=O)NCCC(=O)N1CC=C(c2ccccc2)CC1,13,0.6%,-4,.,-2,0.5,3,-1,0
CC(=O)N(c1cccc(C)c1)C1SC(=O)N(c2ccccc2)C1=O (centres undefined),1,-0.5%,-9,-11%,-1,0.3,-1,0,-3

# Arranged by SMILES length (lowest first): part of the list above.
SMILES,D2 PAM,RXFP1 agonist,RXFP1 antagonist,Apoferritin bind,TRHR enhancer,TRHR agonist,D1 antag,D1 agonist,D1 potentiator
C[C@H]1CN=C(Nc2ccccc2)N1CC1CCCCC1,7,0.3%,.,-4%,-3,0.3,-13,2,-4
COc1ccccc1C(=O)NCCC(=O)N1CC=C(c2ccccc2)CC1,13,0.6%,-4,.,-2,0.5,3,-1,0
Cc1onc(-c2c(F)cccc2Cl)c1C(=O)Nc1nc2c(s1)CCCC2,23,1.6%,-21,6%,-2,0.7,20,-1,-6
O=C(CSc1nnc(-c2c[nH]c3ccccc23)o1)N1c2ccccc2CCc2ccccc21,-3,-0.2%,-14,3%,5,0.3,2,7,-1
CCN(CC)S(=O)(=O)c1ccc(-c2nnc(SCC(=O)N3c4ccccc4CC3C)o2)cc1 (centres undefined),-1,0.6%,-27,-14%,4,0.1,1,1,-6
COc1cc(NC(=O)c2cc([N+](=O)[O-])ccc2NC(=O)CNC2CCCCC2)cc(OC)c1,-15,0.5%,1,-12%,0,-0.4,6,4,-1
